Bioassay records: PubChem, National Center for Advancing Translational Sciences (NCATS)
CCT modulator: modulators of cytosolic chaperonin (CCT/TRiC) activity. purified chaperonin ATPase assay, HTRF ADP detection, 30 min. activity change, % (no concentration beside the values), hits read low. 0.3% of 360,000 active; in the data active = activity change below about -30%; note: % is set by controls: 0 for no effect and ±100 for the full control effect
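TRiC (40 or 20 nM final, by batch activity) in 30 mM Tris pH 7.4, 100 mM KCl, 5 mM MgCl2, 1 mM DTT was treated with compound at 76 uM single dose, then 10 uM ATP, 30 min at 37 °C. ADP was read by HTRF Transcreener.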
IL2 activator: activates IL-2 in a cell-based reporter assay. IL-2 activation reporter assay, cell-based qHTS; stimulated with anti-CD3/CD4/CD28 beads; in transgenic mouse T cells. activation, % (series mostly up to about 46 µM). 0.065% of 360,000 active; in the data active = activation above about 50%; inconclusive = mostly about 30% to 49%; note: 0% is about no effect
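Using fluorescent plate cytometry, EGFP and DsRed are detected in transgenic mouse T cells stimulated 18 h at 37 degrees C with antibody-coated beads after 60 min compound pretreatment.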
PLK1 PBD block: blocks phosphopeptide binding to human PLK1 polo-box domain; P53350; Plk1 PBD binding of FITC phosphopeptide, fluorescence polarization; Potency, µM, for the others: max response, negative = inhibition, hits mostly inhibitors; 2.8% of 360,000 active; AID 720504; note: potency is the fitted concentration of half-maximal effect; series mostly up to about 57 µM; % is set by controls: 0 for no effect and ±100 for the full control effect; nearly all actives have a fitted effect of over 65% in size
EPAC2 agonist: EPAC2 (human) agonism; 0.079% of 360,000 active; Potency, µM (doses to about 154 µM), for inactives: at the top dose activation, most hits filed as activators; Q8WZA2; EPAC2 activation, biochemical qHTS; response scale: 100% = 6.5 mM cAMP response; AID 720711; note: potency is the fitted concentration of half-maximal effect; nearly all actives have a fitted effect of over 50% in size
Target sequence (Q8WZA2 whole entry, looked up): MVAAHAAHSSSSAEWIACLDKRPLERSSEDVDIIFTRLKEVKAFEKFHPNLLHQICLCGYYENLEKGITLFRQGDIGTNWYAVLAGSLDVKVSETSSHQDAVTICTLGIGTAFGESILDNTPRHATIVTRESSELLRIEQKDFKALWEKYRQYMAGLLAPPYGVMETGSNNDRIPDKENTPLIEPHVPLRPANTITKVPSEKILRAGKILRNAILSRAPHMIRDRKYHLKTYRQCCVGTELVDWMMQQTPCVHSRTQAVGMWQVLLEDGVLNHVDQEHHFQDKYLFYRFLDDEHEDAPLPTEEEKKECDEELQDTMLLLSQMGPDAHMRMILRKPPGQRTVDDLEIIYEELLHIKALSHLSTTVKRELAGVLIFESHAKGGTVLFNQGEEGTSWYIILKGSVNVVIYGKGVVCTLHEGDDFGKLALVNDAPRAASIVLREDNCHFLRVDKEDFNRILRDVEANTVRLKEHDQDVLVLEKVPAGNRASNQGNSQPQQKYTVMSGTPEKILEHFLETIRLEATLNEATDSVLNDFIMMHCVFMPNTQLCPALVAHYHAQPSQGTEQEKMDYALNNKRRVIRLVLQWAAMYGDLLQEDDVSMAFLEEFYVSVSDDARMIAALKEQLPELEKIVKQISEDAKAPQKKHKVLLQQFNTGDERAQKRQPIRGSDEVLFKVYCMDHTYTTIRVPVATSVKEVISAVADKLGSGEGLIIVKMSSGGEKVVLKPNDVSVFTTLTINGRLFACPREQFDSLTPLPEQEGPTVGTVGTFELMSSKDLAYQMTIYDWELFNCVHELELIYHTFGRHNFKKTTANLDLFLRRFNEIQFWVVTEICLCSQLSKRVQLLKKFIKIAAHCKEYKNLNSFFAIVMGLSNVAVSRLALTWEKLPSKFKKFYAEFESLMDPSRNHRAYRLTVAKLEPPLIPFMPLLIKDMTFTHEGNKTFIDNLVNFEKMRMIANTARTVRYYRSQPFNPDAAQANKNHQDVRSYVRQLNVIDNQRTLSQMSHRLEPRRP
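Each well held 100 nM EPAC2, 250 nM RAP1B-BODIPY-GDP and 50 uM GDP. Fluorescence, read at 5-min intervals to 30 min, was referenced to a 6.5 mM cAMP positive control.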
EPAC1 antagonist: blocks human EPAC1 exchange factor | Potency, µM (top dose mostly 115 µM), inactives show at the top dose activity change, negative = inhibition, hits mostly inhibitors | EPAC1 GEF assay, Rap1b-BODIPY-GDP exchange fluorescence | 0.14% of 360,000 active | O95398;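 note: potency is the fitted concentration of half-maximal effect; plate controls were vehicle for no effect and positive control for full effect; nearly all actives have a fitted effect of over 50% in size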
WRN helicase inh: WRN helicase (human) inhibition. Q14191. WRN helicase unwinding, fluorescent forked duplex, kinetic. Potency, µM (doses to about 114 µM), without a hit: top-dose activity change, negative = inhibition, hits mostly inhibitors. 0.46% of 360,000 active. AID 651768; note: potency is the fitted concentration of half-maximal effect; % is set by controls: 0 for no effect and ±100 for the full control effect; nearly all actives have a fitted effect of over 55% in size
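Primary qHTS, 1536-well format. 20 nM WRN + compound, 15 min RT; start with 100 nM forked fluorophore/quencher duplex, 2 mM ATP (final); kinetic read ex 525/em 598 nm.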
EPAC1 ag: agonists of human EPAC1; EPAC1 agonist qHTS, biochemical assay; response scale: 100% = response to 6.5 mM cAMP; 0.073% of 360,000 active; AID 720707; O95398; Potency, µM (series often up to 154 µM), without a hit: at the top dose activation, most hits filed as activators; note: potency is the fitted concentration of half-maximal effect; nearly all actives have a fitted effect of over 60% in size
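Read-out is the fluorescence drop as BODIPY-GDP leaves Rap1B (480 nm excitation, 540 nm emission), recorded every 5 minutes over 30 minutes. Reactions held 100 nM EPAC1, 250 nM Rap1B–BODIPY-GDP and 50 uM GDP, with 6.5 mM cAMP setting full activation.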
PI5P4K alpha inh: blocks human PI5P4K alpha kinase activity | P48426 | PI5P4Kalpha enzyme, ADP-Glo luminescence, 60 min; stronger effect = lower value | max response, % | 1.2% of 330,000 active; active = max response of -50% or lower; inconclusive = between -30% and -50%; inactive = -30% or higher; note: value at the top dose of about 77 µM; % is set by controls: 0 for no effect and ±100 for the full control effect
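Controls without substrate or without enzyme flank wells where PI5P4Kalpha converts substrate using 5 microM ATP (final). Incubation lasts 60 minutes at room temperature; ADP formed is read by ADP-Glo luminescence.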
* hit, by the source's call; u = inconclusive; x = not tested or not shown; & = joins results of further samples; [ ] = another dose, or the depositor's remark. Unless noted, calls come from the whole dose curve; as a rule, active = well fitted curve in the direction sought with a large enough effect; inconclusive = small, poorly fitted or top-dose-only effect, or another doubt; inactive = no such curve, though single readings can be large; an effect the other way counts as inactive or inconclusive. Some of the compounds tested (hit frequency here may not be typical).

SMILES	CCT modulator	IL2 activator	PLK1 PBD block	EPAC2 agonist	EPAC1 antagonist	WRN helicase inh	EPAC1 ag	PI5P4K alpha inh
Cc1ccc(NC(=O)C/C(N)=N/OC(=O)c2ccccc2)cc1	-2.3	-0.3	3%	-3%	-13%	2%	-4%	3
CCN=c1scc(-c2ccc3c(c2)NC(=O)CO3)n1N=C1CCCC1	0.6&-0.9	-1.1&-0.3	-10%&-1%	3%&-19%	-5%&7%	-5%&-3%	7%&-5%	-7&-18
CC(C)(C)OC(=O)N/N=C\c1cccnc1	-5.8	-0.7	-21%	15%	-24%	4%[57.1 µM]	3%	13
Cc1ccccc1C(=O)NCCN=C1NS(=O)(=O)c2ccccc21	1.0	-0.3	-1%	10%	-4%	-1%	-23%	0
Cc1cc(C)cc(NC(=O)COC(=O)c2cc(=O)[nH]c(=O)[nH]2)c1	0.9	-0.1	-4%	6%	-17%	-8%[57.1 µM]	10%	-1
C/C(=N\NC(=O)C1CCCN(S(=O)(=O)c2ccccc2)C1)c1ccncc1 (centres undefined)	-1.6	0.5	-4%	-4%	2%	11%	4%	-1
CCOC(=O)CNc1c(N2CCN(c3ccccn3)CC2)c(=O)c1=O	-0.6	1.6	5%	8%	9%	1%	-1%	-4
COc1ccc(CCCC(=O)NCCc2ccccc2)c(C)c1	-3.6	1.1	4%	5%	9%	2%	-1%	1
O=C(NCc1csc(-c2cccs2)n1)C1CCCCC1	-3.8	-0.4	-22%	7%	19%	-2%	2%	1
O=C(Nc1cc(Cl)cc(Cl)c1)c1ccc(Cn2c(=O)[nH]c3ccsc3c2=O)cc1	-2.0	-3.1	-3%	3%	12%	-11%	-3%	-18
COc1cc2c(cc1/C=C1/NC(=O)N(CC(=O)Nc3ccccc3)C1=O)OCO2	0.1	3.2	-11%	-6%	-16%	-14%[57.1 µM]	5%	-15
CC(C)(C)c1ccc(C(=O)O/N=C(\N)c2ccccn2)cc1	-1.6	-1.7	-5%	1%	-26%	2%	-10%	-4
O=C1C2C3C=CC(C2C(=O)N1c1nccs1)C1C(=O)N(c2nccs2)C(=O)C31 (centres undefined)	0.6	1.0	4%	-2%	5%	-12%	-13%	6
O=C(CCn1nnc2ccccc2c1=O)N[C@@H](Cc1c[nH]c2ccccc12)C(=O)O	0.8	4.5	-5%	1%	-2%	-23%	-4%	-5
O=C1OCCC1Sc1nnc(-c2ccc(F)cc2)n1Cc1ccccc1 (centres undefined)	-1.6	-0.2	-10%	-1%	-1%	-3%	3%	3
Oc1cccc(C(Nc2nccs2)c2ccc3cccnc3c2O)c1 (centres undefined)	-2.3	-3.3	u	3%	-7%	-2%	10%	-23
COc1ccc(CCNC(=O)C2CCN(C(=O)c3ccc(F)cc3)CC2)cc1OC	1.0	-0.6	3%	11%	14%	-1%	-3%	0
Cc1ccc(-n2c(C)cc(-c3csc(N)n3)c2C)cc1	-0.3	0.8	-7%	14%	17%	-6%	-13%	u
CC(OC(=O)c1cccc(-n2cnnn2)c1)C(=O)Nc1ccccc1F (centres undefined)	0.2	-1.0	-2%	9%	-10%	-9%	-50%[inhibitor]	-2
CC1CCCCC1NC(=O)COC(=O)c1c2c(nc3ccccc13)/C(=C\c1ccco1)CC2 (centres undefined)	1.1	-0.4	u	-16%	35µM*	u	-27%	-74*
Cn1c(=O)cc(OCC(=O)NCCCN2CCN(Cc3ccccc3)CC2)c2ccccc21	0.0	-2.6	5%	4%	-3%	-3%	8%	0
Cn1c(-c2c(N)n(CCCc3ccccc3)c3nc4ccccc4nc23)nc2ccccc21	-3.8	1.0	-2%	19%	-19%	-12%	26%	x
COc1ccc2cc3cc(C(=O)Nc4ccccc4N4CCN(C)CC4)oc3nc2c1	-3.3	-1.6	-3%	-10%	0%	6%	5%	-5
CSc1nsc(N/N=C/c2ccccc2)c1C#N	-2.2	-0.9	-9%	3%	-25%	-6%	5%	5
CC(OC(=O)c1ccc2c(c1)OCCO2)C(=O)NC1CCCCC1C (centres undefined)	-4.2	0.7	-4%	7%	-4%	5%	3%	2

New compounds follow:
SMILES	CCT modulator	IL2 activator	PLK1 PBD block	EPAC2 agonist	EPAC1 antagonist	WRN helicase inh	EPAC1 ag	PI5P4K alpha inh
C=CCN1C(=O)C(CC(=O)Nc2ccccc2)SC1=Nc1c(C)n(C)n(-c2ccccc2)c1=O (centres undefined)	0.1	-0.1	-10%	10%	0%	6%	-4%	5
Cc1ccc(C(=O)NN(CCC(=O)NC(C)(C)C)C2=NS(=O)(=O)c3ccccc32)cc1	-4.6	1.4	-3%	1%	1%	-12%[57.1 µM]	-7%	1
Cc1cc(C)c2cc(C#N)c(N3CCCN(C(=S)NCCCN(C)C)CC3)nc2c1	-4.4	-0.6	-21%	0%	12%	-1%	12%	-2
Cc1onc(-c2ccccc2)c1C(=O)/C=C/N(C)C	1.4	-0.8	-3%	7%	-5%	-1%	4%	-3
Cn1c(C=O)c(C#Cc2ccccc2)c2ccccc21	-1.4	-2.7	-2%	13%	-7%	-16%	9%	5
COCCN1C[C@@H](CO)O[C@@H](n2cnc3c(NCC(C)C)ncnc32)C1	-7.6	-0.2	-10%	8%	-14%	9%	-11%	1
O=C(CC1CCCCC1)NCc1ccc(F)cc1	-2.1	-1.8	-15%	8%	-2%	-3%	2%	1
COC(=O)c1cccc(NC(=O)CSCc2ccccc2)c1	2.4	0.2	-9%	7%	4%	-3%	3%	2
CCCn1c(SCC(=O)c2cc(C)n(-c3ccc4c(c3)OCO4)c2C)n[nH]c1=O	2.9	-3.6	-4%	3%	13%	-4%	-5%	-1
CCOC(=O)Cc1csc(NC(=O)CSc2nnnn2-c2ccc(CC)cc2)n1	-1.8	-0.5	-11%	24%	-13%	-5%	8%	-2
CCCCN1C[C@H](C)[C@@H](CC(=O)NC)C1=O	0.7	-2.2	-2%	3%	-4%	-8%	-8%	-1
COc1ccc(CNC(=O)COC(=O)CC2CCCC2)cc1	0.8	0.9	-4%	2%	7%	1%	-8%	-8
CC(NC(=O)COc1ccccc1)C(c1ccccc1)N1CCN(C)CC1 (centres undefined)	0.1	0.2	-22%	-8%	-4%	5%	-7%	-1
COc1ccc(OC)c(N(CC(=O)Nc2cccnc2)S(=O)(=O)c2ccc(OC)c(OC)c2)c1	-1.8	-0.7	-6%	14%	-9%	-8%	-8%	5
CCOP(=O)(OCC)C(Nc1cccc([N+](=O)[O-])c1)c1ccccc1 (centres undefined)	-3.7	-1.8	-2%	0%	-8%	0%	2%	-5
Nc1nc2ccc(C(=O)N3CCCCC3)cc2s1	-0.9	0.5	u	-2%	0%	-9%	-1%	7
CCOC(=O)c1cc(-c2ccc([N+](=O)[O-])cc2)nc2c1c(=O)[nH]c(=O)n2Cc1ccccc1	0.5	0.6	-14%	-1%	-13%	-25%[11.6 µM]	-1%	-10
Nc1nc(N)c2cc(Sc3cccc(C(F)(F)F)c3)ccc2n1	-0.9	-4.1	-1%	8%	-10%	-3%	-1%	-22
FC(F)Oc1ccc(-c2csc(NNC3=NCCCCC3)n2)cc1	-8.3	-1.0	3.8µM*	18%	-15%	0%[57.1 µM]	-1%	u
CCN(C(=O)[C@@H]1CCCN1C(=O)c1cccs1)c1nc2cc(Cl)ccc2s1	-4.0	-0.8	11%	10%	10%	-23%[57.1 µM]	18%	12
O=C1c2ccccc2C(=O)N1CN(C(=O)c1ccccc1)c1ccc(O)cc1	-3.9	1.4	21µM*	8%	-12%	-2%	5%	0
COc1ccc(-c2cc(=O)c3ccc(O)cc3o2)cc1	1.5	0.9	-7%	2%	-2%	-8%	2%	-18
CC(=O)c1cnc2nc(SCc3ccccc3C)nn2c1C	0.9	-2.6	-2%	1%	-23%	-2%	3%	4
NS(=O)(=O)c1ccc(CCNC(=O)CNCCc2ccc(C(F)(F)F)cc2)cc1	-1.2	-0.3	-2%	3%	-27%	-8%	-1%	3
O=C(NCCN1CCOCC1)Nc1ccc(F)cc1	-18	1.4	-2%	-2%	-17%	6%	-2%	-1
FC(F)(F)c1ccccc1Nc1nccs1	1.7	-0.2	-11%	14%	6%	-4%	1%	-2
COc1cccc(CNC(=O)CC2Sc3ccccc3NC2=O)c1 (centres undefined)	2.5	0.4	3%	2%	-14%	-5%	4%	0
Cc1noc(NC(=O)c2ccccc2)c1C#N	1.3	-0.1	-11%	-3%	6%	3%	-7%	1
Cc1nc(SCC(=O)N2CCCc3ccccc32)c2oc3ccccc3c2n1	-3.8	-2.2	-10%	21%	5%	-2%	10%	x
CCCCCCCCNC1=CC(=O)CC(C)(C)C1	-16	1.4	1%	-8%	2%	-4%	-7%	7

Some of these compounds in order of number of heavy atoms, low to high:
SMILES	CCT modulator	IL2 activator	PLK1 PBD block	EPAC2 agonist	EPAC1 antagonist	WRN helicase inh	EPAC1 ag	PI5P4K alpha inh
CCCCN1C[C@H](C)[C@@H](CC(=O)NC)C1=O	0.7	-2.2	-2%	3%	-4%	-8%	-8%	-1
Cc1noc(NC(=O)c2ccccc2)c1C#N	1.3	-0.1	-11%	-3%	6%	3%	-7%	1
FC(F)Oc1ccc(-c2csc(NNC3=NCCCCC3)n2)cc1	-8.3	-1.0	3.8µM*	18%	-15%	0%[57.1 µM]	-1%	u
CCOP(=O)(OCC)C(Nc1cccc([N+](=O)[O-])c1)c1ccccc1 (centres undefined)	-3.7	-1.8	-2%	0%	-8%	0%	2%	-5
CC(NC(=O)COc1ccccc1)C(c1ccccc1)N1CCN(C)CC1 (centres undefined)	0.1	0.2	-22%	-8%	-4%	5%	-7%	-1
O=C1c2ccccc2C(=O)N1CN(C(=O)c1ccccc1)c1ccc(O)cc1	-3.9	1.4	21µM*	8%	-12%	-2%	5%	0
Cc1ccc(C(=O)NN(CCC(=O)NC(C)(C)C)C2=NS(=O)(=O)c3ccccc32)cc1	-4.6	1.4	-3%	1%	1%	-12%[57.1 µM]	-7%	1
CCOC(=O)c1cc(-c2ccc([N+](=O)[O-])cc2)nc2c1c(=O)[nH]c(=O)n2Cc1ccccc1	0.5	0.6	-14%	-1%	-13%	-25%[11.6 µM]	-1%	-10
COc1ccc(OC)c(N(CC(=O)Nc2cccnc2)S(=O)(=O)c2ccc(OC)c(OC)c2)c1	-1.8	-0.7	-6%	14%	-9%	-8%	-8%	5
